Bioassay records: PubChem, several laboratories
Tb MetRS inh – T. brucei MetRS inhibitors, primary screen, biochemical, luminescence | inhibition, % at 11.9 µM | AID 624268, 2012 | hit rate 0.4% among 360,000 | methionyl-tRNA synthetase (Trypanosoma brucei brucei) | purified T. brucei MetRS, ATP depletion, Kinase-Glo luminescence;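 active means inhibition above a per-plate cutoff of the control wells' mean inhibition plus 3 SD, cut at about 5.5% in these data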;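 further: 0% = DMSO wells median and 100% = median of wells with control inhibitor compound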
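Test system – parasite MetRS enzyme · Reagent – substrates ATP, L-methionine and bulk Escherichia coli tRNA · Doses – 11.9 µM compound single dose, 0.9% DMSO · Times – 15 min enzyme-compound preincubation, 2 h reaction, 10 min detection, 25 °C · Signal – Kinase-Glo luminescence, ATP depletion format · Controls – DMSO-only wells as low control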
STEP inh – STEP phosphatase inhibitors, primary screen, biochemical, fluorescence intensity, uHTS; AID 588621, 2011; inhibition, % at 20 µM; hit rate 0.25% among 360,000; Tyrosine-protein phosphatase non-receptor type 5 (Homo sapiens), P54829; recombinant STEP, OMFP fluorogenic substrate;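 active means inhibition at 20 µM, scaled per plate between control wells, above about 37%, limit read from the data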;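 further: 0% = DMSO with enzyme and substrate and 100% = substrate only without enzyme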
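Material: STEP (striatal-enriched tyrosine phosphatase) enzyme, cell-free; Compound dosing: 20 µM single dose in 1% DMSO; Technique: fluorescence read at 480 nm ex / 540 nm em; Times: reaction 20 min, ambient temperature; Medium: 50 mM Bis-Tris pH 6.0 with 2.5 mM DTT and 0.005% Tween 20; Also added: OMFP at 25 µM.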
Scp-1 inhibitor – Scp-1 phosphatase inhibitors, primary screen, biochemical, colorimetric, uHTS | Recombinant Scp1, phosphopeptide, malachite green phosphate absorbance | inhibition, % at 20 µM | Carboxy-terminal domain RNA polymerase II polypeptide A small phosphatase 1 (Homo … | hit rate 0.88% among 340,000;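 active means inhibition above about 50% at 20 µM, limit read from the data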;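 further: plate controls were DMSO wells with enzyme for no effect and wells lacking enzyme for full effect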
Target sequence (Q9GZU7 76-261 limits assumed): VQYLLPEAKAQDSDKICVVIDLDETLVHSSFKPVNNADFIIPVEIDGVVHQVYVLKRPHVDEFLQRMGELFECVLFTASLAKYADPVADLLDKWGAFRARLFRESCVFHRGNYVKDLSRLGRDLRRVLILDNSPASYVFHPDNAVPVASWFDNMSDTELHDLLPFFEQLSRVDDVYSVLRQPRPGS
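System: SCP-1 catalytic domain; Reagent: Phospho 17-mer peptide substrate; Doses: one concentration, 20 µM, with 1.0% DMSO; Incubation: 45 min room-temperature reaction, 5 min colour, 30 min stabiliser; Signal: Phosphate-binding colour reagent, absorbance read at 630 nm.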
SUMO1 PPI mod – modulators of SUMO1 protein-protein interactions, primary screen, biochemical, uHTS; AID 602429, 2012; SUMO1 binding to a labelled peptide, TR-FRET, 1 h; hit rate 0.33% among 360,000; Small ubiquitin-related modifier 1 (Homo sapiens), P63165; inhibition, % at 20 µM; in the data active means inhibition above about 37%
DNMT1 block – human DNMT1 methyltransferase inhibitors, primary screen, biochemical, molecular beacon, fluorescence, HinP1I cleavage, uHTS. inhibition (reported as % activation of signal), % at 10 µM. hit rate 0.83% among 360,000. DNA (cytosine-5)-methyltransferase 1 (Homo sapiens), P26358; in the data active means inhibition above about 50%
NadD inh – inhibitors of S. aureus NadD, primary screen, biochemical, colorimetric, uHTS. purified NadD enzyme, colorimetric absorbance read-out. inhibition, % at 20 µM. AID 602399, 2012. hit rate 0.78% among 360,000; in the data active means inhibition above about 26%; further: some compounds past the cut are filed as inactive
Neddylation inh – inhibitors of cullin neddylation, primary screen, biochemical, TR-FRET, uHTS, NAE and Ubc12; NEDD8-conjugating enzyme Ubc12 (Homo sapiens) + NEDD8-activating enzyme E1 regulatory …; calls only at 25 µM; hit rate 0.58% among 360,000; AID 651699, 2012; in the data active means inhibition above about 36%
SKN-1 inh – suppressors of acrylamide-induced Pgst-4::GFP reporter in worms, primary screen, SKN-1 inhibitor project, whole organism, uHTS, GFP/RFP fluorescence ratio, strain VP596 | C. elegans VP596 Pgst-4::GFP/RFP ratio, 24 h | inhibition, % at 21.8 µM | hit rate 0.49% among 360,000 | AID 624304, 2012;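 active means interference check ratio from 0.5 to 1.5 plus GFP to RFP signal ratio inhibition reaching or exceeding a fixed threshold, cut at about 30% in these data, passing the limit was not always enough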; further: some compounds called inactive have numbers as strong as hits
NRP1-CendR mod – modulators of CendR peptide binding to NRP-1, primary screen, biochemical, fluorescence polarization, uHTS. hit rate 0.85% among 360,000. inhibition, % at 25 µM. FAM-RPARPAR peptide binding to NRP-1;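 active means inhibition or corrected inhibition above about 18%, plus a signal ratio from 0.5 to 1.5, limit read from the data, passing the limit was not always enough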; further: strong numbers were not always called active
Target sequence (O14786 whole entry, looked up): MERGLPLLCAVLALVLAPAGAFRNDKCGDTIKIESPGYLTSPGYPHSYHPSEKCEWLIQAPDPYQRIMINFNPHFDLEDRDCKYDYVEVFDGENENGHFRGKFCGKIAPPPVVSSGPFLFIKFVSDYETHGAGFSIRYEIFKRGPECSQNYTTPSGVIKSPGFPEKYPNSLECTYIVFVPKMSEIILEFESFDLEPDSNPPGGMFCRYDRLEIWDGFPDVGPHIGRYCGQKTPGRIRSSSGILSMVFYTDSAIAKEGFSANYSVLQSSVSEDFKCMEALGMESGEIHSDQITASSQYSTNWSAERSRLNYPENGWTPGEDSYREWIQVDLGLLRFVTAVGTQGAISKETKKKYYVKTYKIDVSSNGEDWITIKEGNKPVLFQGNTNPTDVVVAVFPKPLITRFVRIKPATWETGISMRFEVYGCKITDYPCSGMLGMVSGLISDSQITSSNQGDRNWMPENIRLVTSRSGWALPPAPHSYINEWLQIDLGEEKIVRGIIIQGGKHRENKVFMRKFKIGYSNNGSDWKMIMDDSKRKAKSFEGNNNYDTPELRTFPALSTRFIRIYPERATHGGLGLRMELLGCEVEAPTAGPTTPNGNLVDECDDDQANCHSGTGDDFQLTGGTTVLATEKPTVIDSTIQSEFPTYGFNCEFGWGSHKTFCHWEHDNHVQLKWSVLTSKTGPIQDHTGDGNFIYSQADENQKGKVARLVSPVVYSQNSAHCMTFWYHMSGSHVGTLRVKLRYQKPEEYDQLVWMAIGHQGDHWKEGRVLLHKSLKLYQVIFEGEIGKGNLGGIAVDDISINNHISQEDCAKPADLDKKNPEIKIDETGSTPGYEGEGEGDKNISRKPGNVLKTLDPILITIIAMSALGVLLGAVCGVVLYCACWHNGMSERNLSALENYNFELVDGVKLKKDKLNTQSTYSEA
LMPTP block – LMPTP phosphatase inhibitors, primary screen, biochemical, fluorescence intensity, uHTS | recombinant LMPTP-A, OMFP fluorogenic substrate | Low molecular weight phosphotyrosine protein phosphatase (Homo sapiens), P24666 | hit rate 0.22% among 360,000 | inhibition, % at 20 µM;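 active means compounds that cut the enzyme signal by at least half of the control window in the single-dose screen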;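 further: plate controls were DMSO wells with enzyme plus substrate for no effect and substrate without enzyme for full effect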
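material = LMPTP-A | quantity = 0.625 nM enzyme | reagent = OMFP substrate, 400 µM final | buffer or medium = Bis-Tris pH 6.0, DTT, detergent | detection = endpoint fluorescence intensity from OMFP dephosphorylation | dosing = single 20 µM dose | read-out basis = % inhibition relative to no-enzyme and uninhibited control wells | control set = no-enzyme and uninhibited controls | timing = 50 min at room temperature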
Starred values were filed as active, the others as inactive; i = inactive; / = not tested or not shown.

molecule	Tb MetRS inh	STEP inh	Scp-1 inhibitor	SUMO1 PPI mod	DNMT1 block	NadD inh	Neddylation inh	SKN-1 inh	NRP1-CendR mod	LMPTP block
CC(=O)c1cccc(NC(=O)CSc2nnc(-c3ccncc3)o2)c1	0.5	-2	-9	-1	4	3	i	-2	-13	-1.5
Cc1ccc(NC(=S)N2CCOCC2)cc1	0.2	3	-5	0	-1	0	i	-2	1	-2.3
O=C1c2ccccc2C(=O)N1Nc1ccc([N+](=O)[O-])cc1[N+](=O)[O-]	0.1	18	52*	2	3	5	i	-1	12	8.8
CCOC(=O)c1sc2nc3n(c(=O)c2c1C)CCCCC3	0.2	1	-2	-2	-2	2	i	-3	-8	-0.2
CC(C)C(=O)Nc1cccc(C(=O)Nc2ccccc2C(=O)O)c1	-0.3	-5	-4	7	-3	-5	i	10	-12	-0.1
Cc1cc(OCCCN2CCC(C(O)(c3ccccc3)c3ccccc3)CC2)ccc1Br	-0.1	/	/	-28	/	5	i	2	1	8.3
COc1ccc(-c2cc(=O)oc3cc(OCC(=O)N4CCOCC4)ccc23)cc1	-0.1	1	-8	-32	2	-4	i	4	-9	-0.4
Cc1cc(OCC(=O)N2CCN(c3cccc(Cl)c3)CC2)c2c(C)c(C)c(=O)oc2c1	0.4	3	-6	5	16	-1	i	1	-3	3.4
O=S(=O)(/C=C/c1ccccc1)Nc1cccc(S(=O)(=O)NC2=NCCC2)c1	0.5	6	-9	-2	-2	0	i	-2	7	-0.7
O=C(CSc1ncccc1C(=O)O)Nc1ccc2c(c1)OCCO2	-0.3	-1	-4	4	1	-2	i	-8	-2	-1.1
CCOC(=O)c1c(NC(=O)COC)sc(C(C)=O)c1C	-0.6	-3	0	3	3	-4	i	19	-1	-1.3
CCCCn1nc2cc(C(=O)N(CC)c3ccc(OC)cc3)ccc2c1OCC	-0.2	-4	-5	-11	0	-4	/	8	2	-0.2
Brc1ccc(-c2nnc(-c3ccc4c(c3)OCO4)o2)o1	-1.6	1	25	-1	10	1	i	3	1	19
CCCCCC(=O)N[C@@H](c1ccccc1)[C@@H](O)C(=O)O[C@H]1C[C@@]2(O)[C@@H](OC(=O)c3ccccc3)C3[C@](C)(C(=O)[C@H](OC(C)=O)C(=C1C)C2(C)C)[C@@H](O)C[C@H]1OC[C@@]31OC(C)=O (stereo partly drawn)	-0.6	0	-1	3	-7	-2	i	1	10	-0.9
Cc1cccc(CC(=O)NCCN2CCCCC2)c1	-0.3	1	33	1	57*	-1	i	-26	2	0.6
CCCNC(=O)C1(C)CCN(C(=O)COc2ccc(C(C)(C)C)cc2)C1 (stereo not drawn)	-0.4	3	/	1	0	0	i	-17	-9	0.5
O=C(NCCc1nc2ccccc2[nH]1)/C(=C/c1ccc(F)cc1)NC(=O)c1ccco1	3.4	-1	3	-5	-1	4	i	-8	-3	-2.5
CCCN(CCC)CCNC(=O)c1cc2c(-c3ccc(Cl)cc3)nn(C)c2s1	-1.1	4	-4	-13	-9	-14	/	11	5	1.5
O=S(=O)(c1ccc(NC2CCCc3ccccc32)nc1)N1CCOCC1 (stereo not drawn)	-0.9	-7	7	1	2	1	i	-9	6	-0.3
O=C(O)c1ccccc1-c1nnc2c(Cl)cc(C(F)(F)F)cn12	-1.4	-2	6	1	-12	0	i	17	3	-3.1
COc1cc(C2c3cc4c(cc3OC(NNC(N)=O)C2C)OCO4)cc(OC)c1OC (stereo not drawn)	-0.2	2	7	0	1	2	i	14	8	0.5
Cc1noc(C)c1COc1ccc(C(=O)OCC(=O)N2c3ccccc3NC(=O)C2(C)C)cc1	-1.7	-3	69*	5	23	-2	i	-12	9	1.3
CCOC(=O)Cc1csc(NC(=O)CSC2=NCCS2)n1	0.1	-4	-8	-2	0	-3	i	13	14	-1.6
COc1cccc(CNC(=O)C2CCN(S(=O)(=O)c3ccc4c(c3)CCC(=O)N4)CC2)c1	-0.8	-4	0	2	2	-3	i	-14	-1	-2.5
CCO[C@H]1OC(C(=O)N2CCOCC2)=C[C@@H](c2ccc(C(F)(F)F)cc2)[C@@H]1CCCO	-0.1	-2	-3	-1	2	-1	i	-15	0	-0.7
COc1ccc2nc(SCC(=O)NC3CCCCC3C)[nH]c2c1 (stereo not drawn)	0.2	0	-5	4	-2	2	i	6	-18	0.4
CCCn1c(=O)n(CC(=O)NCC2CCCO2)c(=O)c2c3c(sc21)COC(C)(C)C3 (stereo not drawn)	0.1	0	-5	0	0	0	i	-18	6	-0.9
CCN(c1ccc(C)cc1C)S(=O)(=O)c1nnc(NC(=O)C(C)C)s1	-0.6	-2	-7	6	0	-4	i	0	-1	1.2
Cc1ccc(NC(=O)c2ccc3c(=O)n4c(nc3c2)CCCCC4)nc1	-0.5	-1	-1	1	-1	-9	i	3	3	0.5
CCOc1ncccc1C(=O)NCC(c1ccccc1)N(C)C (stereo not drawn)	-0.1	-3	-5	-4	-1	2	i	12	3	-7.2
CCC(=O)c1ccc(OCC(=O)Nc2ccc3nc(C)sc3c2)cc1	0.1	-2	-4	-18	-4	-2	i	6	-11	1.2
CCc1ccccc1NC(=S)NNC(=O)c1ccccc1Cl	-0.2	-4	-6	3	-2	-3	i	-14	2	-0.4
O=C(COC(=O)/C=C/c1ccccc1[N+](=O)[O-])Nc1ccc(S(=O)(=O)N2CCOCC2)cc1	0.0	-2	-18	-23	0	0	i	10	7	0.8
COc1ccc(N(C(=O)/C=C/C(=O)Nc2cc(C)on2)C(C(=O)NC2CCCC2)c2ccccc2C)cc1 (stereo not drawn)	-0.6	-2	-8	6	-4	9	i	8	9	0.1
O=C(COc1ccccc1)NNc1nc2c(F)cccc2s1	-0.8	3	-8	1	0	-1	i	-6	-10	2.0
COC(=O)[C@@H]1Cc2c([nH]c3ccccc23)C(C)N1C(=O)c1ccccc1 (stereo partly drawn)	2.7	-1	-7	-1	4	-8	i	10	4	0.6
CCOC(=O)c1c(-c2cccs2)csc1NC(=O)C(C)(C)C	0.4	1	-13	2	0	2	i	3	4	4.0
CC(C)[C@H](N)C(=O)NC[C@H]1CC[C@H](C(=O)N[C@@H](Cc2ccccc2)C(=O)O)CC1	-0.6	0	1	-4	0	-8	i	15	-1	-1.8
O=C(CSc1nc2c(sc3ccccc32)c(=O)n1Cc1ccccc1)NCC1CCCO1 (stereo not drawn)	-0.1	2	-13	-4	11	4	i	0	-8	-0.1
CCOC(=O)C1=NN(c2cccc(Cl)c2)C2=NC(C)=C(C(=O)OC)C(c3cccs3)N12 (stereo not drawn)	0.0	2	-2	3	-5	9	i	26	19	4.7
Cc1cc(C)c2nc(N(CCCN(C)C)C(=O)C3=COCCO3)sc2c1	-0.5	-2	-2	-2	0	-7	i	1	1	-2.7
COc1ccc(C2OC(=O)Cc3cc(OC)c(OC)cc32)cc1 (stereo not drawn)	0.3	0	-7	2	3	-9	i	6	2	0.7
CCC(C)c1ccc(OCCn2cc(/C=N/NC(=O)CSc3nnc(C)s3)c3ccccc32)cc1 (stereo not drawn)	0.1	1	-11	2	-10	8	i	4	0	5.2
CCc1ccc(NC(=O)C(C)Nc2ccc(S(=O)(=O)NC(C)=O)cc2)cc1 (stereo not drawn)	0.0	-2	1	3	0	-3	i	18	7	0.0
O=S(=O)(Nc1ccccc1)c1ccc(F)cc1	-0.5	-1	-1	-1	-1	-5	i	22	13	-1.4
Cc1cccc(N(Cc2ccccc2)C(=O)C2CCN(C(=O)c3ccccc3C)CC2)c1	-0.7	0	-5	-19	0	2	i	-3	-8	-8.8
O=C(O)c1ccccc1C(=O)N1CCN(Cc2ccc3c(c2)OCO3)CC1	-1.2	0	-4	2	3	1	i	-6	14	-1.7
O=S(=O)(NC1CCN(Cc2ccccc2)CC1)c1ccc(Cl)cc1	-0.1	2	-9	0	-22	8	i	-10	10	-1.4
C=CCOc1cccc(/C=N/NC(=O)CC(=O)NC2CCCCC2)c1	-0.2	1	-2	-8	0	-6	i	-13	5	-0.5
C=C1C2(C(=O)Nc3ccc(SC(F)F)cc3)CCC(C2)C1(C)C (stereo not drawn)	-1.1	0	-8	-4	0	0	i	-4	0	0.4

Continuation:
molecule	Tb MetRS inh	STEP inh	Scp-1 inhibitor	SUMO1 PPI mod	DNMT1 block	NadD inh	Neddylation inh	SKN-1 inh	NRP1-CendR mod	LMPTP block
CCO[C@@H]1OC(C(N)=O)=C[C@H](C2CCCCC2)[C@H]1CCCO	-0.2	-2	3	1	-2	2	i	24	1	0.0
COc1ccc(-c2nc3ccc(Br)cn3c2Cc2ccccc2C(F)(F)F)cc1OC	0.0	-2	/	1	-19	7	i	2	-30	2.8
Cc1cc(C)n(C(=O)c2ccc(S(=O)(=O)NCC3CCCO3)cc2)n1 (stereo not drawn)	0.0	-2	13	6	-11	-1	i	-26	16	-0.6
CCOc1cc(C(=O)OC(C)C(=O)Nc2ccc(NC(C)=O)cc2)ccc1OCC(=O)N1CCCCC1 (stereo not drawn)	0.8	1	-2	-6	1	-6	i	1	9	-0.3

As a short view, 3 of the compounds above.
molecule	Tb MetRS inh	STEP inh	Scp-1 inhibitor	SUMO1 PPI mod	DNMT1 block	NadD inh	Neddylation inh	SKN-1 inh	NRP1-CendR mod	LMPTP block
C=CCOc1cccc(/C=N/NC(=O)CC(=O)NC2CCCCC2)c1	-0.2	1	-2	-8	0	-6	i	-13	5	-0.5
C=C1C2(C(=O)Nc3ccc(SC(F)F)cc3)CCC(C2)C1(C)C (stereo not drawn)	-1.1	0	-8	-4	0	0	i	-4	0	0.4
CCO[C@@H]1OC(C(N)=O)=C[C@H](C2CCCCC2)[C@H]1CCCO	-0.2	-2	3	1	-2	2	i	24	1	0.0
